# Bioassay records from PubChem.
# RNase H inhibition: RNase H inhibition, HIV 1 Gag Pol polyprotein, FRET biochemical assay, screening (AID 372); HIV-1 RT RNase H, FRET RNA/DNA substrate fluorescence; higher % means a stronger effect; inhibition, % at 10 µM, or IC50 in µM where a hit was titrated; hit rate 0.77% among 100,000; in the data active = inhibition above about 50%
# Active calls of the source: *.
cpd	SMILES	RNase H inhibition
1	O=C(NCC1CCCO1)c1nn2c(c1Cl)NC(c1cccs1)CC2C(F)(F)F (stereo not drawn)	7%
2	Cc1cccc(-c2cc(NC(=O)COc3ccccc3)n[nH]2)c1	5%
3	CC(=O)Nc1ccc(NC(=O)CCC(=O)O)cc1	4%
4	CCOC(=O)C1=C(C)N=c2s/c(=C\c3cc(C)n(-c4ccc(F)cc4)c3C)c(=O)n2C1c1ccc(OC)c(OC)c1 (stereo not drawn)	41%
5	COc1ccc(NCN2C(=O)S/C(=C/c3ccc(F)cc3)C2=O)cc1Cl	11%
6	O=C(c1ccccc1O)N1N=C(c2ccc(F)cc2)CC1(O)C(F)(F)F (stereo not drawn)	5%
7	CC1(C)CC(CCN)(c2ccccc2)CCO1 (stereo not drawn)	2%
8	O=C(CC1c2ccccc2Oc2ccccc21)Nc1ccccc1F	13%
9	Brc1ccc(-c2csc(Nc3ncccn3)n2)cc1	14%
10	N#Cc1cc([N+](=O)[O-])ccc1N=Cc1ccc(C#Cc2ccccc2)cc1	9%
11	Cc1nn(CC(=O)Nc2cccc(O)c2)c(=O)c2ccccc12	5%
12	CCOc1cccc(NC(=O)/C(C#N)=C/c2ccc(-c3ccc(Br)cc3)o2)c1	14%
13	O=C(Cc1ccccc1)Nc1ccc(F)cc1	4%
14	CCOc1cc(/C=C2\SC(=S)N(CC(=O)OC)C2=O)ccc1O	26%
15	N#CCC(=O)N/N=C/c1ccc(OCC(=O)Nc2ccc(F)cc2)cc1	10%

# Two of these compounds, reformatted:
10. N#Cc1cc([N+](=O)[O-])ccc1N=Cc1ccc(C#Cc2ccccc2)cc1
  RNase H inhibition = 9%

15. N#CCC(=O)N/N=C/c1ccc(OCC(=O)Nc2ccc(F)cc2)cc1
  RNase H inhibition = 10%

# Part of the list above, set out differently.
[4] CCOC(=O)C1=C(C)N=c2s/c(=C\c3cc(C)n(-c4ccc(F)cc4)c3C)c(=O)n2C1c1ccc(OC)c(OC)c1 (stereo not drawn)
  RNase H inhibition = 41%

[12] CCOc1cccc(NC(=O)/C(C#N)=C/c2ccc(-c3ccc(Br)cc3)o2)c1
  RNase H inhibition = 14%

[13] O=C(Cc1ccccc1)Nc1ccc(F)cc1
  RNase H inhibition = 4%

[8] O=C(CC1c2ccccc2Oc2ccccc21)Nc1ccccc1F
  RNase H inhibition = 13%

# Sorted by formula weight (ascending): 4 of the compounds above.
cpd	SMILES	RNase H inhibition
2	Cc1cccc(-c2cc(NC(=O)COc3ccccc3)n[nH]2)c1	5%
9	Brc1ccc(-c2csc(Nc3ncccn3)n2)cc1	14%
15	N#CCC(=O)N/N=C/c1ccc(OCC(=O)Nc2ccc(F)cc2)cc1	10%
12	CCOc1cccc(NC(=O)/C(C#N)=C/c2ccc(-c3ccc(Br)cc3)o2)c1	14%

# Following part:
cpd	SMILES	RNase H inhibition
16	CS(=O)(=O)c1ccc2nc(NC(=O)c3cc(-c4cccc(Br)c4)nc4ccccc34)sc2c1	13%
17	CC(C)(C)C(=O)CC(=O)Nc1cc(N)ccc1Cl	3%
18	CCN(CC)c1ccc(C=Nn2c(-c3ccc(C)cc3)n[nH]c2=S)c(O)c1	25%
19	O=C(Nc1ccc2ccccc2c1)c1cc(Br)ccc1Cl	16%
20	CCOc1ccc(NC(=O)c2cccc(F)c2)c([N+](=O)[O-])c1	13%
21	COc1cc(OC)c(OC)cc1CN1CCN(Cc2cccc3ccccc23)CC1	16%
22	O=C1OC(c2cccc(F)c2)=N/C1=C\c1ccccc1OCc1ccc([N+](=O)[O-])cc1	7%
23	COc1ccc2[nH]c(C)c(CC=C(Cl)Cl)c(=O)c2c1	10%
24	CCOC(=O)C1=C(C)N=c2s/c(=C\c3ccc(-c4cc(Cl)ccc4Cl)o3)c(=O)n2C1c1ccc(N(C)C)cc1 (stereo not drawn)	22%
25	NS(=O)(=O)c1ccc(CCNC2CC(=O)N(c3ccccc3)C2=O)cc1 (stereo not drawn)	8%
26	CCOc1ccc(N2C(=O)CC(Sc3nnc(C)s3)C2=O)cc1 (stereo not drawn)	8%
27	Cc1cc(/C=C2\C(=O)NC(=O)N(c3ccc4c(c3)OCO4)C2=O)c(C)n1-c1cccc([N+](=O)[O-])c1	18%
28	O=C1C2C3C=CC(CC3)C2C(=O)N1/N=C/c1cc(Br)ccc1O (stereo not drawn)	9%
29	O=C(c1ccc(S(=O)(=O)N2CCOCC2)cc1)N1CCN(Cc2ccc3c(c2)OCO3)CC1	9%
30	CC1(C)CC(NC(=O)CNC2CCCCC2)CC(C)(C)N1	5%

# Next part
cpd	SMILES	RNase H inhibition
31	CCC(=O)Nc1nnc(Cc2ccccc2)s1	25%
32	CC(C)N1CCc2c(sc3[nH]c(=S)n(Cc4ccccc4)c(=O)c23)C1	0%
33	CCCCOC(=O)C1=C(C)NC(=O)NC1c1cccc(Br)c1 (stereo not drawn)	10%
34	O=C(COc1ccccc1[N+](=O)[O-])Nc1ccc(-c2nc3ccccc3o2)cc1	18%
35	O=C(CSc1nc2ccccc2[nH]1)N/N=C/c1cccc(Cl)c1Cl	29%
36	O=C(Nc1cc(C(F)(F)F)cc(C(F)(F)F)c1)c1c(F)cccc1F	2%
37	O=C(O/N=C(/c1ccncc1)c1ccc([N+](=O)[O-])cc1)c1ccc(Br)cc1	11%
38	Cc1nnc(C)n1/N=C/c1ccc(O)cc1O	23%
39	CCCCOc1ccc2c(C(F)(F)F)cc(=O)oc2c1	9%
40	COc1cccc(C(=O)N2CCN(Cc3cc(OC)c(OC)cc3OC)CC2)c1	1%
41	O=C(COc1ccc(Cl)cc1Br)N/N=C/c1cc(I)c(O)c(I)c1	30%
42	Cc1ccc(/C=C2\SC(=S)N(c3ccc(C)c(C)c3)C2=O)o1	7%
43	O=[N+]([O-])c1cc(C(F)(F)F)cc([N+](=O)[O-])c1Nc1ccc(F)cc1	11%
44	COc1cccc(CN2CCOCC2)c1O	5%
45	N#CCN1CCn2c3c(c4cc(C5CCCCC5)ccc42)CCCC31 (stereo not drawn)	3%

# Additional records:
cpd	SMILES	RNase H inhibition
46	N#Cc1ccccc1N1C(=O)c2ccc3c4c(ccc(c24)C1=O)C(=O)N(c1ccccc1C#N)C3=O	6%
47	CN(C)CCCN1C(=O)CSC1c1ccc(Br)cc1 (stereo not drawn)	6%
48	COc1ccc(NC(=O)COc2cccc(C)c2)c([N+](=O)[O-])c1	3%
49	COc1ccc(NC2CC(=O)N(c3ccc(I)cc3)C2=O)cc1 (stereo not drawn)	7%
50	O=C(c1ccccc1)c1cc(Br)ccc1NC(=O)c1nc[nH]c1C(=O)O	2%
51	COc1ccc(OCCCOc2c(C)cc(C)cc2Cl)cc1	21%
52	COC(=O)C(C)N(C(=O)c1cccc2ccccc12)c1c(C)cccc1C (stereo not drawn)	0%
53	COc1ccc(CCNC(=O)CN(c2ccc(C)cc2)S(=O)(=O)c2ccccc2)cc1OC	6%
54	Cc1cc(C)c(NC(=O)c2ccc([N+](=O)[O-])cc2Cl)c([N+](=O)[O-])c1	5%
55	COc1cc(C=O)cc(I)c1OC(C)C	23%
56	Cc1nn2c3ccccc3n(C)c2c1C(=O)/C=C/c1ccccn1	4%
57	CCOC(=O)C(=O)Nc1ccc([N+](=O)[O-])cc1OC	0%
58	Cc1ccc(N(CC(=O)NC2CCCCC2)S(=O)(=O)c2ccc(F)cc2)cc1	56%*
59	O=C(NNC(=O)c1ccccc1Cl)c1ccc(O)cc1O	1%
60	c1ccc(Oc2ccc(-n3cnnn3)cc2)cc1	6%

# Next section
cpd	SMILES	RNase H inhibition
61	CN1C(=O)C(=Cc2cnc(-c3ccccc3)nc2)C(=O)N(C)C1=O	8%
62	Cc1ccc2oc(-c3cccc(NC(=O)c4ccccc4I)c3)nc2c1	11%
63	COC(=O)c1cc(-c2ccc(C)s2)nc2ccccc12	12%
64	O=C(c1cccnc1)N1CCN(S(=O)(=O)c2ccc(F)cc2)CC1	8%
65	COCCCNC(=O)CN(c1ccc(OC)cc1)S(=O)(=O)c1ccc(NC(C)=O)cc1	14%
66	O=C1C=C(NNC(=O)c2ccc(Cl)cc2)CCC1	4%
67	N#Cc1ccccc1NC(=O)c1ccc([N+](=O)[O-])cc1	5%
68	CCCCN1C(=O)NC(=O)/C(=C/c2ccc(N(C)C)cc2)C1=O	7%
69	CSc1ccc(C=NN2CCN(C3c4ccccc4-c4ccccc43)CC2)cc1	3%
70	Cc1nc(NC(=O)c2ccccc2)sc1-c1csc(Nc2ccc(O)cc2)n1	45%
71	CCC(=O)Nc1ccc2oc(-c3ccccc3Br)nc2c1	5%
72	CCn1c(-c2cccc(Cl)c2)n[nH]c1=S	10%
73	CCSc1nnc2c(n1)OC(C1CC=C(C)CC1)Nc1ccccc1-2 (stereo not drawn)	0%
74	CCCCOc1ccc(C(=O)NN)cc1	3%
75	COC(=O)C1=C(C)NC2=C(C(=O)CC(c3cccs3)C2)C1c1ccc2c(c1)OCO2 (stereo not drawn)	11%

# Next part.
cpd	SMILES	RNase H inhibition
76	Cc1ccccc1NC(=O)C(=O)NCC(C)C	0%
77	C(=Nc1ccc(N=Cc2c[nH]c3ccccc23)cc1)c1c[nH]c2ccccc12	1%
78	COc1ccc(C2CC(=O)C3=C(C2)NC(C)=C(C(=O)OCCOc2ccccc2)C3c2ccc(Cl)c(Cl)c2)cc1 (stereo not drawn)	0%
79	O=C(Cn1nnc(-c2ccccc2Cl)n1)N/N=C/c1cc(Cl)cc(Cl)c1O	12%
80	CC(=O)N(c1ccc(C)cc1)C1SC(=O)N(c2ccc(C)cc2)C1=O (stereo not drawn)	0%
81	O=C(c1cc2ccccc2oc1=O)N1CCSC1c1ccc(Br)cc1 (stereo not drawn)	11%
82	Cc1cccc(C(=O)Nc2cccc(-c3nc4ncccc4o3)c2C)c1	13%
83	COC(=O)C1=C(C)N=c2s/c(=C\c3ccc4c(c3)OCO4)c(=O)n2C1c1ccc(OC)cc1 (stereo not drawn)	8%
84	Cc1c(C(=O)Nc2cc(Cl)c(Cl)cc2Cl)oc2ccccc12	28%
85	COc1ccc(-c2csc(/C(C#N)=C/c3ccccc3OC)n2)cc1	25%
86	COc1ccc(Cl)cc1S(=O)(=O)n1ccnc1C(C)C	2%
87	O=C(CCC(NC(=O)OCc1ccccc1)C(=O)OCc1ccccc1)Nc1ccccc1 (stereo not drawn)	0%
88	CCOC(=O)C1=C(Cc2ccc(CC)cc2)C(=O)c2ccccc2C1=O	1%
89	CCOC(=O)C1=C(C)N=c2s/c(=C\c3cc(Br)c(OC)cc3OC)c(=O)n2C1c1ccc(C)cc1 (stereo not drawn)	4%
90	CCN(CC)c1ccc(N=Cc2ccc([N+](=O)[O-])s2)cc1	13%

# Next section
cpd	SMILES	RNase H inhibition
91	CCOc1cc(C2C(C(=O)OCc3ccccc3)=C(C)NC3=C2C(=O)CC(c2ccc(OC)cc2)C3)ccc1O (stereo not drawn)	3%
92	Cc1cc(C)c2nc(NC(=O)c3ccc(F)c(F)c3)sc2c1	15%
93	Cc1cc(NS(=O)(=O)c2ccc(NC(=O)c3ccco3)cc2)nc(C)n1	6%
94	O=c1[nH]c(=O)n(-c2ccccc2)c(O)c1C=Nc1ccc(S(=O)(=O)Nc2ccccc2)cc1	10%
95	O=C(COc1ccccc1)NN=C1CCCC1	5%
96	Oc1ccc(/C=N/Nc2nc3ccccc3s2)cc1	18%
97	Cc1nc2nc(Sc3c([N+](=O)[O-])nc(C)n3Cc3ccccc3)[nH]c2cc1Br	0%
98	O=C(Nc1cccnc1)c1ccc(-c2ccccc2[N+](=O)[O-])o1	3%
99	Cc1cc(-c2ccccc2)n(-c2ccc3nnc(-c4ccc(Br)cc4)n3n2)n1	9%
100	Cc1c(C)c2ccc(Oc3ccc(C(F)(F)F)cc3[N+](=O)[O-])cc2oc1=O	12%
101	O=C(NC(=S)NCCc1ccccc1)c1ccccc1Cl	15%
102	CCOc1cc(/C=C2\C(=O)NC(=O)N(c3ccc(Br)c(C)c3)C2=O)ccc1O	15%
103	COc1ccc(Cl)cc1C(=O)Nc1ccc2oc(-c3c(F)c(F)c(F)c(F)c3F)nc2c1	12%
104	Cc1ccccc1/C=C1\SC(=NCc2ccccc2)N(Cc2ccccc2)C1=O	10%
105	O=C(N/N=C/c1ccccc1[N+](=O)[O-])C(=O)Nc1cccc(Cl)c1	0%

# Continuation:
cpd	SMILES	RNase H inhibition
106	O=[N+]([O-])c1ccc(Cl)cc1NCCOc1ccc(F)cc1	20%
107	O=c1c2c(nc3cc(-c4ccc(Cl)cc4)[nH]n13)CCC2	13%
108	CN(C)CCCNC(=O)c1ccc([N+](=O)[O-])o1	2%
109	CCc1c(C)c2ccc(OCC(C)=O)cc2oc1=O	9%
110	CCOC(=O)C(CCOc1ccc(C)cc1C)C(=O)OCC	14%
111	O=[N+]([O-])c1ccc(/C=N\Nc2nc(-c3ccccc3)c3cc(Cl)ccc3n2)o1	3%
112	OCn1c2ccccc2c2cc(Cl)ccc21	4%
113	COc1ccc(C(=O)Nc2ccc(N3CCN(C(C)=O)CC3)cc2)cc1OC	0%
114	CC(NC(=O)C(=O)NN=C1CCN(C)CC1)c1ccccc1 (stereo not drawn)	7%
115	COc1ccc(N2CCN(Cc3ccc([N+](=O)[O-])o3)CC2)cc1	3%
116	COCCN1C(=O)C(=O)/C(=C(/O)c2ccccc2)C1c1ccc(F)cc1 (stereo not drawn)	15%
117	CC1=NN(c2ccc(C)cc2)C(=O)C1C(c1ccc(Cl)cc1Cl)c1c(C)[nH]n(-c2ccc(C)cc2)c1=O (stereo not drawn)	7%
118	Cc1ccc([N+](=O)[O-])cc1-c1ccc(/C=C(\C#N)C(=O)Nc2ccccc2)o1	5%
119	COc1ccc(/C=C/C(=O)O)cc1S(=O)(=O)NCc1ccccc1	0%
120	Cc1ccc(N2CC(C(=O)N3CCCCC3)CC2=O)cc1 (stereo not drawn)	0%

# (more compounds)
cpd	SMILES	RNase H inhibition
121	Cc1cc(Br)cc(C)c1NC(=O)COc1ccc(Cl)cc1	15%
122	O=C(Nc1ccc(N2C(=O)C3C4C=CC(C4)C3C2=O)cc1Cl)c1ccc(Cl)cc1Cl (stereo not drawn)	17%
123	CC(C)(C)N(Cc1ccccc1)C(=O)CCCN1C(=O)/C(=C/c2cccs2)SC1=S	37%
124	COc1ccc(CC(=O)N2CCN(c3ccccc3)CC2)cc1OC	0%
125	Clc1ccc(-c2nc(N3CCOCC3)c3ccccc3n2)cc1	16%
126	COc1ccc2c(c1)-c1c(sn(-c3ccc(Br)cc3)c1=S)C(C)(C)N2	16%
127	COc1ccc(/C=C(\NC(=O)c2ccccc2)C(=O)Nc2ccc(I)cc2)cc1OC	0%

# These rows are one share of the data, so the mix of outcomes need not match the whole.
